3CLpro inhibitor = SARS-CoV 3CLpro protease inhibition; recombinant SARS-CoV 3CLpro, quenched FRET peptide cleavage; inhibition, % at 6 µM; 290,000 tested, 0.14% active; in the data active means inhibition above about 12%
PriA SSB inh = inhibitors of Klebsiella pneumoniae PriA binding to SSB C-terminal tail | AlphaScreen SSBct-PriA binding, biotinylated peptide | inhibition, % at 33 µM | 430,000 tested, 0.6% active | AID 1272365; in the data active means inhibition mostly above about 37%, no sharp cut-off; inactive means mostly below about 20%;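 further: plate controls were negative control peptide for no effect and reference peptide for full effect; strong numbers were not always called active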
BH1578 lux ind = induces V. cholerae light production without autoinducers; V. cholerae BH1578 lux reporter, luminescence, 6 h; activation, % at 18.7 µM; 350,000 tested, 0.16% active; AID 588436; in the data active means activation mostly above about 9.7%, no sharp cut-off; further: not every result past the cut was called active; inactives centre near 0; reference of the scale not given here
GDH-TPI counter = GDH-TPI coupled enzyme inhibition counter-screen; GDH-TPI coupled enzyme counterscreen, NADH absorbance; inhibition, % at 4.8 µM; 360,000 tested, 1.2% active; in the data active means inhibition above about 30%;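 further: 0% = DMSO wells and 100% = wells lacking the enzyme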
Rv3671c inh = inhibits the M. tuberculosis serine protease Rv3671c; inhibition, % at 5.96 µM; 320,000 tested, 0.048% active; AID 2606; in the data active means inhibition above about 38%;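 further: extracellular domain of Rv3671c used as enzyme; 0% = enzyme with DMSO and 100% = no enzyme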
Target sequence (P9WHR9 whole entry, looked up, the tested form may be a part): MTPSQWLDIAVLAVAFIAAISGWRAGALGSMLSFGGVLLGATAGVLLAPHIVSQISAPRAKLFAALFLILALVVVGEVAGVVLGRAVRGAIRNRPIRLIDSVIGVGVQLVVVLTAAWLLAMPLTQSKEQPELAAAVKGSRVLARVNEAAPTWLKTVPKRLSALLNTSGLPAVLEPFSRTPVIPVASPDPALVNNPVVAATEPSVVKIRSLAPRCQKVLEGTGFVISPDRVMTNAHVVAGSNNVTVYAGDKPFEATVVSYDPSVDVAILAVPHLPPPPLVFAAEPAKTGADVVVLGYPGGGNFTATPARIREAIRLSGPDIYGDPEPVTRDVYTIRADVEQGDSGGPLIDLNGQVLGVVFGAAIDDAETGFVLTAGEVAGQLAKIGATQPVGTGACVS
Mtb FBA inh = inhibits M. tuberculosis FBA enzyme. 360,000 tested, 2.3% active. AID 588726. purified M. tuberculosis FBA, fluorescence read-out. P9WQA3. inhibition, % at 1 µM; in the data active means inhibition above about 27%;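 further: 0% = vehicle and 100% = reference inhibitor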
Target sequence (P9WQA3 whole entry, looked up): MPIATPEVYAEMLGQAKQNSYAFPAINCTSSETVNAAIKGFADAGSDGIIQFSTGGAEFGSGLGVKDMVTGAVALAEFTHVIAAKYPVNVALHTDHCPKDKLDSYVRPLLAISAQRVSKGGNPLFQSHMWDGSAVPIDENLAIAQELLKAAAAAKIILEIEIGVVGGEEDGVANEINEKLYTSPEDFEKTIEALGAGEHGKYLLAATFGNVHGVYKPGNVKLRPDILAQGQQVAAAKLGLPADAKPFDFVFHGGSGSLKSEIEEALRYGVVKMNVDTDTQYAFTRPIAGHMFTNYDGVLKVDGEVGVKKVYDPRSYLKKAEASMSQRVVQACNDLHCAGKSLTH
DUSP3 inh = DUSP3 (human) phosphatase inhibition; P51452; inhibition, % at 13.3 µM; recombinant VHR phosphatase, pNPP absorbance; 290,000 tested, 0.52% active; AID 1654; in the data active means inhibition above about 50%; further: some compounds called inactive have numbers as strong as hits
MazEF act = activators of E. coli MazEF toxin-antitoxin RNase | 350,000 tested, 0.32% active | AID 504720 | FAM/BHQ RNA-DNA oligo cleavage fluorescence, 5 h | P0AE70 | activation, % at 20 µM; in the data active means activation above about 50%
Target sequence (P0AE70 whole entry, looked up): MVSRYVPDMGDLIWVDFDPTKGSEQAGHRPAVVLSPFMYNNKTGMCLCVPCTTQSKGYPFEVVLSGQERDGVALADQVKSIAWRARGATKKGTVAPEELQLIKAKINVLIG
BioA inh = BioA (M. tuberculosis) enzyme inhibition; 360,000 tested, 0.096% active; purified M. tuberculosis BioA enzyme, plate reader; inhibition, % at 9.99 µM; in the data active means inhibition above about 40%
UGM FP inh = blocks M. tuberculosis UGM enzyme | inhibition, % at 10 µM | 320,000 tested, 0.06% active | purified UGM, fluorescence polarization probe displacement | P9WIQ1; in the data active means inhibition above about 10%, passing the limit was not always enough
* marks the source's active call; other numbers are inactive results; i = inactive; nt = not tested or not shown; + = active, no number; & = joins results of further samples. Some of the compounds tested. The share of hits here may be higher or lower than overall.

SMILES	3CLpro inhibitor	PriA SSB inh	BH1578 lux ind	GDH-TPI counter	Rv3671c inh	Mtb FBA inh	DUSP3 inh	MazEF act	BioA inh	UGM FP inh
CCOc1ccccc1C(=O)N(Cc1sccc1C)C1CCS(=O)(=O)C1 (centres undefined)	3	8	3.3	-9	0	-1	15	3	0.7	-9.0
Cc1cccc2sc(NC(=O)CN(C)S(=O)(=O)c3ccc(Br)s3)nc12	5	-2	-1.6	0	-58	-1	20	4	-1.0	2.9
C=CCn1c(SCc2nc3ccccc3[nH]2)nnc1-c1ccccn1	6	13	i	-15	4	-3	2	-3	1.4	2.1
CC1(C)C(=O)Nc2ccccc2N1C(=O)COC(=O)Cc1ccccc1F	nt	2	-5.7	3	0	4	nt	1	1.2	1.5
Cc1ccc(S(=O)(=O)N(C)C)cc1NC(=O)C(C)OC(=O)C1CCCC1 (centres undefined)	nt	-2	i	6	-4	0	nt	4	0.3	0.4
CNC(=S)N1CCN(c2nc(-c3ccc(Cl)cc3)cs2)CC1	1	-9	-0.7	-7	-2	2	-2	-7	1.6	0.9
COC(=O)C[C@H]1c2cc(F)ccc2S(=O)(=O)N1c1ccccc1	nt	0	-0.4	8	5	3	nt	2	-0.1	-0.3
CCOc1ccc(N2C(=O)C3C(c4ccc(OC)cc4OC)NC(CCSC)(C(=O)OC)C3C2=O)cc1 (centres undefined)	5	11	i	-2	3	0	1	2	8.5	-0.9
Cc1ccc(S(=O)(=O)Nc2ccc3nc(C)sc3c2)c(C)c1	nt	0	-0.4	11	-2	-4	nt	-8	-1.3	1.8
NCCNc1ccc2nnnn2n1	5	1	-0.5	5	13	-2	-7	-1	nt	0.4
C=CC1CN2CCC1CC2[C@@H](OC(=O)c1ccc(OC)cc1)c1ccnc2ccccc12 (some centres undefined)	0	15	i	11	11	0	2	2	2.9	0.3
O=C1C/C(=C/NCc2ccccc2)C(=O)N1	4	-5	i	3	-6	-1	4	7	-0.7	1.1
CC(=O)c1c(C)[nH]c(C(=O)Nc2cc(F)ccc2C)c1C	5	-6	-3.1	-2	6	0	36	7	-1.5	0.9
Cc1noc(NS(=O)(=O)c2ccc(NC(=O)c3cc(-c4ccccc4Cl)nc4ccccc34)cc2)c1C	7	12	-0.3	5	0	-3	-6	2	nt	0.5
CCOc1ccc(S(=O)(=O)N2CC(=O)Nc3ccccc32)cc1	-1	-13	i	6	2	1	24	12	-0.9	0.7
Cc1cc(NC(=O)CSc2nnc(CNC(=O)c3ccc(C(C)(C)C)cc3)o2)no1	-3	-12&14	0.2	-8	-5	-6	10	5	0.3	3.1
CCc1ccc(N2C(=O)NC(=O)/C(=C/c3cccn3CCOc3ccc(C(C)CC)cc3)C2=O)cc1 (centres undefined)	-2	-8	i	0	-8	-1	-13	-11	nt	1.9
Cc1nnc(Nc2ccc(Cl)c(C(F)(F)F)c2)[nH]c1=O	1	-5	i	-4	-8	0	-4	-2	nt	2.0
CCOP(=O)(OCC)c1nc(/C=C/c2ccccc2)oc1NCc1ccccc1	1	-9	-0.3	37*	4	+	11	1	-0.6	-1.7
O=C(c1ccc2c3c(cccc13)CC2)C1CCCN(C(=O)c2cccnc2)C1 (centres undefined)	3	9	i	7	-9	10	12	7	nt	3.6
COc1ccccc1C(=O)Nc1sc2c(c1C#N)CCC2	-5	3&-3	-0.1	6	-3	0	23	80*	0.0	2.0
COc1ccc(-c2cn3cccnc3n2)cc1NC(=O)C(C)C	-3	nt	2.8	34*	1	25	-6	nt	0.7	0.1
COc1ccc(C(C)(C)C)cc1NC(=O)CN(C)C1=NS(=O)(=O)c2ccccc21	nt	nt	-0.4	8	nt	4	nt	-3	0.4	nt
COC(=O)CCC(NC(=O)OCc1ccccc1)C(=O)NC(CC(C)C)C(=O)OC (centres undefined)	1	-2	-0.7	1	6	1	47	-9	nt	2.2

Retrieved one by one from the list above, six records:
SMILES	3CLpro inhibitor	PriA SSB inh	BH1578 lux ind	GDH-TPI counter	Rv3671c inh	Mtb FBA inh	DUSP3 inh	MazEF act	BioA inh	UGM FP inh
CCOc1ccc(S(=O)(=O)N2CC(=O)Nc3ccccc32)cc1	-1	-13	i	6	2	1	24	12	-0.9	0.7
Cc1noc(NS(=O)(=O)c2ccc(NC(=O)c3cc(-c4ccccc4Cl)nc4ccccc34)cc2)c1C	7	12	-0.3	5	0	-3	-6	2	nt	0.5
Cc1nnc(Nc2ccc(Cl)c(C(F)(F)F)c2)[nH]c1=O	1	-5	i	-4	-8	0	-4	-2	nt	2.0
COc1ccccc1C(=O)Nc1sc2c(c1C#N)CCC2	-5	3&-3	-0.1	6	-3	0	23	80*	0.0	2.0
COC(=O)CCC(NC(=O)OCc1ccccc1)C(=O)NC(CC(C)C)C(=O)OC (centres undefined)	1	-2	-0.7	1	6	1	47	-9	nt	2.2
COc1ccc(C(C)(C)C)cc1NC(=O)CN(C)C1=NS(=O)(=O)c2ccccc21	nt	nt	-0.4	8	nt	4	nt	-3	0.4	nt

Continued.
SMILES	3CLpro inhibitor	PriA SSB inh	BH1578 lux ind	GDH-TPI counter	Rv3671c inh	Mtb FBA inh	DUSP3 inh	MazEF act	BioA inh	UGM FP inh
COc1ccc(N(CC(=O)Nc2cccc(OC)c2)S(=O)(=O)c2c(C)nn(C)c2C)cc1	-1	-4	i	13	-3	-2	22	5	-0.3	0.0
O=C1CCCN1c1ccc(S(=O)(=O)N2CCN(c3ccccn3)CC2)cc1	1	8	i	2	10	3	8	-14	-0.9	-5.1
Cc1cc(/C=N/Nc2nc(N)ncc2[N+](=O)[O-])c(C)n1-c1ccccc1F	1	nt	nt	nt	1	nt	-23	nt	nt	0.2
O=C(O)C1CCCCC1C(=O)Nc1ccccc1Nc1ccccc1 (centres undefined)	5	18	i	-1	-18	3	8	8	nt	0.5
Cc1nn(-c2ccccc2)c(C)c1NC(=O)COc1cc(F)ccc1[N+](=O)[O-]	nt	-10	i	0	-6	0	nt	9	0.3	0.2
Cc1cccc(NC(=O)c2cc(-c3ccco3)nc3ccccc23)n1	3	-2	3.1	14	-11	-2	10	3	nt	1.4
CN(C)CCCNC(=O)COc1ccc(Br)cc1Cl	2	2	-0.4	8	-3	2	-6	-4	nt	0.8
CCOc1ccc2oc(C(=O)OCC(=O)NCC3CCCO3)c(C)c2c1 (centres undefined)	nt	6	i	4	nt	39*	nt	5	-1.1	nt
CCOC(=O)C(=O)Nc1sc(C(=O)N2CCOCC2)c(C)c1C#N	-2	-9	0.3	3	-10	5	24	-39	nt	0.7
Cc1ccc(S(=O)(=O)NCc2ccccc2)cc1C(=O)NCc1ccncc1	nt	nt	-0.8	5	nt	2	nt	-4	-1.1	nt
O=C(O)C1Sc2[nH]c(=O)sc2C2c3cc(Cl)ccc3OC(=O)C12 (centres undefined)	-3	-1	i	2	-6	-1	13	-4	0.8	-2.0
COc1ccc(CC(N)c2csc(Nc3cc(NCc4ccco4)ncn3)n2)cc1 (centres undefined)	nt	nt	-0.4	0	nt	-3	nt	nt	1.0	nt

A stretch from the list above:
SMILES	3CLpro inhibitor	PriA SSB inh	BH1578 lux ind	GDH-TPI counter	Rv3671c inh	Mtb FBA inh	DUSP3 inh	MazEF act	BioA inh	UGM FP inh
CN(C)CCCNC(=O)COc1ccc(Br)cc1Cl	2	2	-0.4	8	-3	2	-6	-4	nt	0.8
CCOc1ccc2oc(C(=O)OCC(=O)NCC3CCCO3)c(C)c2c1 (centres undefined)	nt	6	i	4	nt	39*	nt	5	-1.1	nt
CCOC(=O)C(=O)Nc1sc(C(=O)N2CCOCC2)c(C)c1C#N	-2	-9	0.3	3	-10	5	24	-39	nt	0.7
Cc1ccc(S(=O)(=O)NCc2ccccc2)cc1C(=O)NCc1ccncc1	nt	nt	-0.8	5	nt	2	nt	-4	-1.1	nt
O=C(O)C1Sc2[nH]c(=O)sc2C2c3cc(Cl)ccc3OC(=O)C12 (centres undefined)	-3	-1	i	2	-6	-1	13	-4	0.8	-2.0
COc1ccc(CC(N)c2csc(Nc3cc(NCc4ccco4)ncn3)n2)cc1 (centres undefined)	nt	nt	-0.4	0	nt	-3	nt	nt	1.0	nt

Further results:
SMILES	3CLpro inhibitor	PriA SSB inh	BH1578 lux ind	GDH-TPI counter	Rv3671c inh	Mtb FBA inh	DUSP3 inh	MazEF act	BioA inh	UGM FP inh
O=C(OCC(=O)C12CC3CC(CC(C3)C1)C2)c1cnccn1	-2	-1	4.5	4	-8	0	-2	5	-1.0	0.9
CC1CN(S(=O)(=O)c2ccc(C(=O)Nc3ccc(S(=O)(=O)Nc4nccs4)cc3)cc2)CC(C)O1 (centres undefined)	5	17&-2	-0.5	13	-9	0	1	0	nt	4.3
CSc1nc(=O)[nH]nc1Sc1ccccc1	nt	nt	i	12	nt	-1	nt	7	1.5	nt
CC(=O)c1c(C)[nH]c(C(=O)CSc2nc3ccc(C)cc3[nH]2)c1C	1	3	2.8	15	-5	1	-14	4	0.5	-0.8
COc1ccc2cc(-c3ccccc3F)ncc2c1	nt	-54	i	3	-13	8	nt	-1	1.3	0.1
COc1ccc(/C=C(/C(=O)NCc2ccccc2)c2ccccc2)cc1	3	-17	i	15	5	1	-2	2	nt	0.1
CC[N+](CC)(CCO)CCCN1C(=O)C2CC=C(Cl)CC2C1=O (centres undefined)	-1	-18	i	0	-6	-1	10	12	nt	-3.6
O=C(Cc1cccs1)NCc1ccc2c(c1)OCO2	1	-12	i	7	-1	2	-1	-2	-0.8	1.7
CC(=O)Nc1ccc(S(=O)(=O)NCCC(=O)N2CCCCC2)cc1	nt	-3	0.8	-1	-2	2	nt	1	nt	1.6
CCOC(=O)C1CCCCC12C(C#N)=C(N)Oc1n[nH]c(C)c12 (centres undefined)	-2	-12	2.5	2	-3	7	14	0	nt	-2.1
CCOc1ccc(C(=O)NC(=S)Nc2ccc(NC(=O)c3ccco3)c(C)c2)cc1[N+](=O)[O-]	-1	-16	0.8	13	-2	3	28	-9	nt	0.2
CCc1ccc(CNC(=O)Cn2nc(-c3ccc(C)cc3)ccc2=O)cc1	0	nt	nt	nt	3	nt	10	nt	nt	-3.0
Cn1ncc2c(Nc3ccc4ccccc4c3)ncnc21	1	4	-3.7	4	-20	-1	22	-3	13	3.9
O=C(N/C(=C/c1cccnc1)C(=O)N1CCOCC1)c1ccccc1F	1	-10	-0.9	-2	0	-1	12	5	nt	-1.5
C[C@H]1C=C(C(=O)N2CCOCC2)O[C@@H](OCc2ccc(CO)cc2)C1	4	-2	0.5	2	5	3	7	5	0.1	-2.1
OC(CN1CCN(c2ccccc2)CC1)Cn1c2ccccc2c2ccccc21 (centres undefined)	3	-5	0.0	8	-3	1	-8	4	-1.0	0.9
C=CCN(C(=O)CCC(=O)Nc1cc(C)on1)C(C(=O)NC(C)(C)C)c1cccc(OC)c1OC (centres undefined)	2	-2	-0.3	-5	0	-1	12	0	nt	-0.2
O=C(NCc1ccncc1)Nc1ccc(Cc2ccc(NC(=O)NCc3ccncc3)cc2)cc1	nt	nt	i	-8	nt	-1	nt	-26	-0.5	nt
CNC(=O)c1nn(-c2ccc(C)cc2)ccc1=O	3	-21	0.3	-3	0	1	6	2	-2.6	-1.9
Cc1cc(/C=C2\SC(=O)N(C)C2=O)c(C)n1-c1ccc(O)cc1	-5	17	-1.7	4	-1	2	-12	10	2.9	-0.1
S=C(NCc1ccc2c(c1)OCO2)Nc1ccc2nsnc2c1	-4	-12	-0.2	5	-39	2	18	-9	2.1	2.1
